LRH-1 inv ag – NR5A2 inverse agonism in reporter assay; O00482; AID 602396; HEK293T StAR-luciferase reporter, LRH-1 transfected, 24 h; 0.13% of 360,000 active; inhibition, % at 3.6 µM;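 active = inhibition above the mean inhibition of all tested compounds plus 3 SD, cut at about 73% in these data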;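 also: 0% = DMSO wells and 100% = reporter-only cells lacking LRH-1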
LMP1 NFkB inh – inhibitors of Epstein-Barr LMP1-induced NF-kappaB reporter | LMP1-induced NF-kappaB luciferase reporter cells, luminescence | inhibition, % at 12.5 µM | 0.69% of 350,000 active | AID 504558; in the data active = inhibition above about 41%;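 also: 0% = neutral control wells and 100% = reference inhibitor control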
NOD2-RIPK2 inh – inhibitors of human NOD2-RIPK2 interaction. 0.38% of 360,000 active. AID 624267. O43353. CHO BLA complementation NOD2-RIPK2, CCF4 ratio. inhibition, % at 4.98 µM; in the data active = inhibition above about 21%;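 also: 0% = vehicle only and 100% = reference blocker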
Target sequence (O43353 whole entry, looked up): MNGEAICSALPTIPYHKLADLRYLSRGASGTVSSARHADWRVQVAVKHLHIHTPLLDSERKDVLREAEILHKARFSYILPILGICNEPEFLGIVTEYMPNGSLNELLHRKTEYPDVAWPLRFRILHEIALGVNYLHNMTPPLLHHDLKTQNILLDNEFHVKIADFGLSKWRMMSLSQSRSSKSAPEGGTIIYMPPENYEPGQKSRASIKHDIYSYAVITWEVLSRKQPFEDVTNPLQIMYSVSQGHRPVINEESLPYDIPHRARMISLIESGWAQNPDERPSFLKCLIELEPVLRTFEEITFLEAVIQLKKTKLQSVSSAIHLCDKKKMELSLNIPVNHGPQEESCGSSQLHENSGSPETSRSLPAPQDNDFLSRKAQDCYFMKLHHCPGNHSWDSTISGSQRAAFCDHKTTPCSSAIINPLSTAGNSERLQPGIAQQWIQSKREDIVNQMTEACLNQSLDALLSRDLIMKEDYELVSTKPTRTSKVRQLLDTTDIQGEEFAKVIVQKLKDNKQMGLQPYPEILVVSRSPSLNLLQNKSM
TRAIL sens C8 – caspase-8 TRAIL sensitization; NB7+C8 cells + TRAIL, ATPlite viability luminescence; inhibition (viability loss, TRAIL sensitization), % at 10 µM; 1% of 360,000 active; AID 624354;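 active = compounds causing at least 50% loss of cell viability in the single-dose screen, relative to plate controls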
TLR9-MyD88 inh – blocks human TLR9 binding to MyD88 | Q9NR96+Q99836 | CHO BLA complementation TLR9-MyD88, CCF4 FRET ratio | inhibition, % at 4.98 µM | 0.21% of 340,000 active;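 active = inhibition above the mean over all tested compounds plus 3 SD, cut at about 21% in these data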;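 also: 0% = DMSO only wells and 100% = clavulanate BLA inhibitor control wells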
NCOA1 inh – inhibits human SRC1 coactivator; Q15788; HEK293 GAL4-SRC1 luciferase reporter, luminescence; inhibition, % at 3.6 µM; 0.12% of 360,000 active; AID 588354;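 active = inhibition above the campaign mean plus 3 SD, with each screening campaign given its own cutoff, cut at about 60% in these data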;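 also: 0% = DMSO treated cells and 100% = gossypol at 36 µM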
NCOA3 inh – inhibitors of human steroid receptor coactivator 3 (SRC3) | Q9Y6Q9 | HEK293 GAL4-SRC3 luciferase reporter, luminescence | inhibition, % at 3.6 µM | 0.17% of 360,000 active | AID 588352;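 active = inhibition above a per-campaign cutoff, the mean of all compounds plus 3 SD, cut at about 60% in these data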;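 also: 0% = DMSO-treated cells and 100% = gossypol-treated cells at 36 µM; higher means less SRC3-driven luciferase light from the GAL4 reporter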
COUP-TFII inh – blocks human COUP-TFII nuclear receptor; P24468; HEK293T NGFI-A luciferase reporter, luminescence; inhibition, % at 8.6 µM; 0.7% of 370,000 active;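 active = inhibition above a per-plate cutoff, mean inhibition of test wells between control levels plus 3 SD, cut at about 38% in these data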;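 also: cells cotransfected with COUP-TFII expression vector driving the NGFI-A reporter; 0% = median of COUP-TF2 test wells and 100% = reporter-only cells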
Target sequence (P24468 whole entry, looked up): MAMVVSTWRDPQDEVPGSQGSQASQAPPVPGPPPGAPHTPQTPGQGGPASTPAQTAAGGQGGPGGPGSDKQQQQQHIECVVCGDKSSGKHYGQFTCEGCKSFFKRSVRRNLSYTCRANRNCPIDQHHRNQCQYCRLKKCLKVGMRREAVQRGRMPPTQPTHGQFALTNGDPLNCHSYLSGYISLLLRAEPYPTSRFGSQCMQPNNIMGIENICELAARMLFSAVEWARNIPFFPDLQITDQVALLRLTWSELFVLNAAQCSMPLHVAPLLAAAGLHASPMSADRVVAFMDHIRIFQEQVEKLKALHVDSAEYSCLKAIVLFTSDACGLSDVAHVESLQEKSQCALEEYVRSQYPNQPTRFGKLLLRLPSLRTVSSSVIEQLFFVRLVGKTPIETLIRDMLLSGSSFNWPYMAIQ
NCOA2 inhibitor – human SRC2 (NCOA2) inhibition; Q15596; HEK293 GAL4-SRC2 luciferase reporter, luminescence; 0.17% of 370,000 active; inhibition, % at 9 µM;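 active = inhibition above the mean inhibition of all tested compounds plus 3 SD, set per campaign, cut at about 52% in these data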;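 also: 0% = DMSO treated cells and 100% = cells given Gossypol at 36 µM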
TWEAK-Fn14 inh – TWEAK-Fn14 signaling inhibition. TWEAK-stimulated Fn14 reporter cells, luciferase luminescence, 8 h. inhibition, % at 10 µM. 2% of 360,000 active; in the data active = inhibition above about 50%
TROY signal inh – inhibitors of TROY-dependent NF-kB signaling; Q293 LMP1-TROYcd NF-kB luciferase reporter, 4 h; inhibition, % at 10 µM; AID 1347056; 0.98% of 360,000 active;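 active = compounds whose plate-normalised and pattern-corrected inhibition of the luciferase reporter signal at the single screening dose is 50% or more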
* marks the source's active call; other numbers are inactive results; x = not tested or not shown. An excerpt; the hit share may differ from the screen's.

SMILES	LRH-1 inv ag	LMP1 NFkB inh	NOD2-RIPK2 inh	TRAIL sens C8	TLR9-MyD88 inh	NCOA1 inh	NCOA3 inh	COUP-TFII inh	NCOA2 inhibitor	TWEAK-Fn14 inh	TROY signal inh
CC(C(=O)N(C)CC(=O)Nc1ccccc1C(F)(F)F)N1C(=O)c2ccccc2C1=O (configuration not stated)	-5.5	-2.1	-7.4	-4.3	-7.1	-10.8	10.2	1.1	-9.9	3.0	-0.7
CCC(C)N1CC(=O)N2Cc3[nH]c4ccccc4c3C[C@H]2C1=O (some centres not stated)	-13.8	6.7	-2.2	9.0	-15.9	10.8	-5.5	-1.4	-16.4	4.2	16.9
Fc1ccccc1-c1nc2ccccc2[nH]1	-118.1	-18.8	-10.0	23.2	5.0	-74.8	-102.6	-31.8	-39.0	-0.8	-64.2
CCN(CC)CCN(C(=O)/C=C/c1cccs1)c1nc2ccc(C)cc2s1	1.6	-16.1	4.2	39.4	2.8	7.6	1.6	2.2	3.9	-9.2	-38.6
COc1ccc(/C=N/NC(=O)CSc2ccccc2)cc1OC	-0.3	1.9	-4.9	5.8	0.4	13.2	4.0	-11.8	3.3	0.0	-30.5
Cc1cc(C)cc(COn2ccnc2)c1	-11.4	-2.5	6.1	-2.6	-12.9	13.4	7.3	8.2	12.2	-7.0	21.4
O=C(c1ccc2c(c1)OCCO2)N1CCCC(CNS(=O)(=O)c2cccs2)C1 (configuration not stated)	13.8	3.9	-4.2	-9.9	3.7	-16.6	8.1	-2.0	-30.2	3.5	3.9
O=C(Nc1cc([N+](=O)[O-])ccc1O)c1cccc(C(=O)Nc2cc([N+](=O)[O-])ccc2O)c1	12.7	-3.9	3.9	3.8	-2.4	5.4	2.2	3.2	1.7	9.5	6.5
CC1(c2ccccc2)NC(=O)N(CC(=O)N(c2ccccc2)C2CCS(=O)(=O)C2)C1=O (configuration not stated)	-10.7	-1.9	2.6	-14.9	7.1	-6.4	9.6	-2.4	-2.4	11.0	0.3
CC[n+]1ccc(C)c2cc(S(=O)C(F)(F)F)ccc21 (configuration not stated)	1.5	1.7	-2.0	7.3	-2.0	-6.5	-12.1	x	x	3.2	-11.0
CCOCCC(=O)Nc1ccc2c(c1)c(=O)n(C)n2CC=C(C)C	25.2	x	-3.8	4.4	x	-14.4	8.0	5.8	-23.3	14.8	-16.9
COc1cc(NC(=O)c2ccc(C)cc2C)ccc1NC(=O)c1cc2ccccc2o1	-3.1	0.1	8.5	45.4	-5.0	-18.3	-23.7	14.9	-38.9	-55.6	10.3
COc1cc(/C=C(/C#N)C(=O)Nc2cc(C(F)(F)F)ccc2Cl)ccc1OCC(=O)Nc1cccc(C(F)(F)F)c1	2.8	-9.6	-9.2	5.0	0.3	-7.1	-9.4	0.3	-18.0	-79.4	-21.3
Cc1cc(NC(=O)CSCC(=O)N(C)Cc2ccc(Cl)c(Cl)c2)no1	9.4	6.0	-23.8	4.0	7.6	-9.1	4.8	4.8	19.2	-3.7	9.4
Cc1cccc(C)c1Nc1nnc(SCC(=O)NCc2ccco2)s1	6.4	0.7	-5.7	0.7	-2.5	-39.0	-4.3	5.7	-20.8	0.4	0.5
CC(C(=O)O)N1C(=O)c2cccc3cccc1c23 (configuration not stated)	-8.4	3.8	-1.6	-15.9	-2.1	-24.8	9.5	6.8	-9.7	-5.5	10.5
COc1ccc(C2=NN(C(=O)CCC(=O)O)C(c3ccc([N+](=O)[O-])cc3)C2)cc1 (configuration not stated)	3.1	-0.3	-9.9	4.6	0.9	-18.1	-5.0	8.8	-3.1	-10.8	-10.1
CCc1c(C2CC2)ncn1Cc1cccc(-c2ccccc2)c1	32.7	x	-3.3	15.3	x	x	x	23.8	-2.7	x	x
Cc1ccc(S(=O)(=O)NC2CCCCCCC2)cc1	0.8	-0.9	1.8	-9.7	-0.7	2.4	6.5	22.3	-5.5	7.4	-0.2
C[C@@H]1C=C(C(=O)NCc2ccccc2)O[C@H](OCc2ccc(CO)cc2)C1	-2.6	-0.9	-15.3	-11.2	-9.4	4.2	18.1	-3.5	4.9	-7.0	-10.7
CCOc1ccc(-n2cccc2C=O)cc1	-39.0	-3.6	1.6	12.2	-1.5	-10.0	1.4	-12.4	-25.1	2.4	-32.7
Cc1cc(F)ccc1S(=O)(=O)Nc1ccccc1C(=O)Nc1ncn[nH]1	-13.4	2.1	-11.3	13.6	-1.4	7.1	-1.5	6.8	4.9	17.7	18.0
COc1cc(C2=CN(Cc3ccccc3)CCC2=O)cc(OC)c1OC	4.6	0.6	-9.4	-2.0	0.3	16.3	-1.8	-12.5	8.1	-6.2	-12.1
COC(=O)C(Cc1c[nH]c2ccccc12)NC(=O)C(=O)c1c[nH]c2ccccc12 (configuration not stated)	6.9	-7.4	-9.6	-3.1	4.2	10.6	-12.1	2.9	-35.1	-13.2	-27.6
Cc1cc(C[n+]2ncsc2N)c2ncccc2c1	-1.2	-4.9	2.6	4.1	11.8	0.2	15.5	-3.7	14.8	-3.8	2.4
CN1CCN(C(=O)c2ccc3c(=O)n(Cc4ccco4)c(=S)[nH]c3c2)CC1	17.5	-12.4	5.5	4.4	-4.6	11.8	10.5	7.1	3.3	0.1	4.0
Cn1c(SCC(=O)NCC2CCCO2)nnc1-c1cccc(NC(=O)c2ccccc2F)c1 (configuration not stated)	-15.6	5.7	0.9	-5.3	3.6	16.5	14.5	-1.1	-3.4	-7.3	-7.2
O=C(O)C1CCN(C(=O)c2csc(-c3ccc4c(c3)CCO4)n2)CC1	-6.0	-5.4	3.2	15.2	-11.1	0.0	-2.2	8.1	-12.5	8.7	-10.6
COc1cc(C2c3c([nH]c(=O)[nH]c3=O)Nc3ccc4ccccc4c32)ccc1O (configuration not stated)	21.5	7.5	-5.7	-4.5	-2.4	-2.0	0.2	-15.7	-19.5	2.5	13.7
Cc1ccc(/C=C2\SC(N)=NC2=O)s1	-4.0	-4.8	-1.5	15.7	9.7	-12.9	2.7	-6.7	-10.8	1.7	-40.2
CC(C)(C)C(=O)COC(=O)c1cccc(NC(=O)c2ccco2)c1	-8.6	-14.2	4.0	11.0	0.7	-12.3	-11.5	-16.2	-20.8	-17.8	-44.6
C/C(Cn1nnc2ccccc21)=N\OC(=O)c1ccccc1C	19.5	9.1	-3.5	-2.5	2.6	3.9	11.5	8.7	25.5	-17.2	-4.0
O=C(CCc1nc2ccccc2c(=O)[nH]1)N1CCN(C/C=C/c2ccccc2)CC1	-2.7	10.0	-6.4	7.2	-14.3	-2.9	-4.7	2.8	18.2	9.7	-13.3
CCOC(=O)C1=NNC(C(=O)c2ccc(Cl)cc2)C1c1ccccc1 (configuration not stated)	7.0	-2.3	5.4	-9.6	1.4	-8.1	13.4	-10.3	14.0	-5.5	-4.0
O=C(CC1C(=O)Nc2ccccc2N1CC(=O)N1CCCC1)Nc1ccc(Br)cc1 (configuration not stated)	-4.4	20.2	-14.3	2.4	-0.2	-8.9	-22.6	-9.9	-29.4	-8.6	-31.4
CCCCCNC(=O)C1CCC(Cn2c(=S)[nH]c3ccccc3c2=O)CC1 (configuration not stated)	-9.8	6.0	3.8	8.5	-4.0	-8.5	16.1	5.6	6.8	10.1	12.2
O=C1COc2ccc(C(=O)COC(=O)CCSc3ccccc3)cc2N1	-2.3	6.5	8.1	-7.5	-7.9	-6.2	6.8	4.4	7.7	-19.6	8.9
CCCCn1nc2cc(C(=O)NC3CCc4ccccc43)ccc2c1OCC (configuration not stated)	13.4	7.7	8.7	5.4	3.4	3.2	-4.2	4.4	-15.2	1.3	4.5
CCCCOc1nc(N2CCOCC2)nc(C)c1[N+](=O)[O-]	0.6	4.9	7.7	-5.0	-5.2	3.7	20.4	10.4	17.9	2.3	-2.3
Cc1cc(C)cc(N(CC(=O)Nc2ccc(-c3nc4ccc(C)cc4s3)cc2)S(C)(=O)=O)c1	-87.1	-27.1	3.2	3.9	8.2	-76.6	-85.7	-37.9	-35.0	6.6	-20.1
O=C1OC(Nc2nc3ccccc3s2)c2ccccc21 (configuration not stated)	-21.8	5.6	2.9	-8.0	2.2	-47.4	-6.5	-12.1	-7.4	-7.2	-9.5
NC(=O)Oc1cccc(OC(N)=O)c1	-6.5	1.7	-1.9	10.9	4.9	-40.2	-7.7	-15.2	-20.9	10.8	13.4
COc1cc(Cl)c(C)cc1NC(=O)CSc1ccccc1	3.9	-3.4	0.0	0.2	-8.3	4.7	-7.8	-2.1	6.1	1.8	5.6
N=c1oc2cc(O)ccc2cc1C(=O)Nc1ccc(F)cc1	-62.6	-7.8	-24.1	27.1	-27.8	-59.3	-64.3	-49.5	-47.6	30.1	-19.2
CCCn1c2c(c(O)c(C(=O)Nc3ccc(OCC)cc3)c1=O)CCCC2	-1.9	2.2	-2.9	-1.1	1.5	15.2	-2.7	-5.1	-5.2	1.5	6.1
Cc1nc(CN(C)C(=O)c2cc(COc3c(F)cccc3F)on2)cs1	-2.5	-8.6	-19.3	0.2	-0.8	3.0	11.9	9.6	10.7	-1.9	4.7
OCC[C@H]1C[C@H](O)[C@@H](O)[C@@]2(CCCc3ccccc3O2)O1	-19.9	-13.9	-3.9	10.3	-5.0	3.8	-10.3	-7.8	-25.5	1.6	-24.3
CCOC(=O)C(=NC1CCS(=O)(=O)C1)NNc1cc(Cl)ccc1Cl (configuration not stated)	16.9	3.8	-4.9	-5.2	-5.9	9.5	-7.3	-23.6	-21.3	-7.9	1.3
CN1CCNC(=O)C1CC(=O)O (configuration not stated)	-14.4	2.9	-8.9	14.3	-2.4	-7.3	-5.4	0.5	-40.2	-8.6	-10.3
COc1ccc(-c2cc(C(=O)N(C)CC(=O)Nc3cccc(F)c3)c3ccccc3n2)cc1OC	16.5	9.8	-8.6	14.0	2.5	25.6	5.5	-8.1	-27.1	13.8	-8.6
CC1(C)CC(=O)C=C(c2cccnc2)C1	20.1	3.1	1.1	-4.0	0.7	-0.2	6.8	-8.2	-9.6	-4.8	-5.2
Cc1ccc(C)c(NC(=O)CN(C)C(=O)C2COc3ccccc3O2)c1 (configuration not stated)	-4.7	2.6	2.3	-7.7	-1.4	-0.4	-10.2	1.4	3.7	-10.3	5.7
Oc1ccc(/C=N/Nc2ccnc3cc(Cl)ccc23)cc1O	-29.4	-2.6	4.0	26.3	1.0	-5.1	-10.3	-2.1	-0.2	-79.6	0.6
CC(C)(C)OC(=O)C[C@H]1C/C=C\C[C@H](CC(=O)N(CCO)Cc2ccccc2)C(=O)NCCOC1=O	-5.1	2.0	-16.5	-14.1	-3.8	-28.4	7.6	5.3	16.4	-3.7	-1.8
CNc1ncnc2sc(-c3ccccc3)cc12	-4.5	4.8	0.4	-6.5	-4.5	-25.6	11.4	-22.1	-8.7	-4.4	-8.4

Reformatted with values under each structure: part of the list above
Below each SMILES – LRH-1 inv ag | LMP1 NFkB inh | NOD2-RIPK2 inh | TRAIL sens C8 | TLR9-MyD88 inh | NCOA1 inh | NCOA3 inh | COUP-TFII inh | NCOA2 inhibitor | TWEAK-Fn14 inh | TROY signal inh
- Cc1ccc(/C=C2\SC(N)=NC2=O)s1
  -4.0 | -4.8 | -1.5 | 15.7 | 9.7 | -12.9 | 2.7 | -6.7 | -10.8 | 1.7 | -40.2
- CC(C)(C)C(=O)COC(=O)c1cccc(NC(=O)c2ccco2)c1
  -8.6 | -14.2 | 4.0 | 11.0 | 0.7 | -12.3 | -11.5 | -16.2 | -20.8 | -17.8 | -44.6
